Assay outcomes deposited in PubChem by The Scripps Research Institute Molecular Screening Center.
FBW7 activator: FBW7 E3 ligase activators, primary screen, biochemical, AlphaScreen, human; F-box/WD repeat-containing protein 7 (Homo sapiens), Q969H0; AlphaScreen FBW7–phospho-cyclin E peptide binding, activator screen; normalized activity (activation), % at 26.1 µM; 650,000 compounds, 0.13% hits; AID 1259310, 2017; in the data active = normalized activity above about 1.9%;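 also: purified mutant Fbw7 with reduced substrate affinity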
Target sequence (Q969H0 whole entry, looked up): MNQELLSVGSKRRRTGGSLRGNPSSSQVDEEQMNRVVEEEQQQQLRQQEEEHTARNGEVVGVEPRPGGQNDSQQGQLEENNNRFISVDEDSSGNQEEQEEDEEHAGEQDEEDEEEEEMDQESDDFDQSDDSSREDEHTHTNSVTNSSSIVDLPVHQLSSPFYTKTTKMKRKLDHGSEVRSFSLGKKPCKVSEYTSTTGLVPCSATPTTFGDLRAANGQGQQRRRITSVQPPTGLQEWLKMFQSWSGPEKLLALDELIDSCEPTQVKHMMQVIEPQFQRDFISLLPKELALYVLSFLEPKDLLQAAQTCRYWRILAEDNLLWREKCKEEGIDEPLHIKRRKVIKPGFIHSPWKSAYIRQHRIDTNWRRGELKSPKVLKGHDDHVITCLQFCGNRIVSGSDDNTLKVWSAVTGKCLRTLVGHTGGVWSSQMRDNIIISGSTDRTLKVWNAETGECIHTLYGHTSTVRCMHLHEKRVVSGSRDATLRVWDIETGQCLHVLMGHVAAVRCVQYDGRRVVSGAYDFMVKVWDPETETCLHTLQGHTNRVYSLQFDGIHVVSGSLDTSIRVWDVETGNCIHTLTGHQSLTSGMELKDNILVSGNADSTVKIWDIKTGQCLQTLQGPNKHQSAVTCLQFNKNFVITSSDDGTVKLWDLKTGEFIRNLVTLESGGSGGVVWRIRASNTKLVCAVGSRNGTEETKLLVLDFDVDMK
MITF inh: MITF inhibitors, primary screen, biochemical, AlphaScreen, human | Microphthalmia-associated transcription factor (Homo sapiens), O75030 | AlphaScreen MITF homodimerization, bead proximity signal | inhibition, % at 2.6 µM | 650,000 compounds, 0.91% hits | AID 1259374, 2018; in the data active = inhibition above about 50%;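 also: 0% = vehicle wells with protein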
GPR151 activ: activators of human GPR151, primary screen, cell-based, PathHunter beta-arrestin, luminescence; G-protein coupled receptor 151 (Homo sapiens), Q8TDV0; PathHunter beta-arrestin GPR151 cells; activation, % at 11.2 µM; 650,000 compounds, 1% hits; AID 1508602, 2020; in the data active = activation above about 4.9%;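 also: 0% = median of compound wells and 100% = cells with positive control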
TEAD-YAP block: TEAD-YAP interaction inhibition, primary screen, TEAD-YAP interaction inhibitor project, luminescence, HEK-TIYL cells; 640,000 compounds, 1.4% hits; TEAD-Gal4/YAP UAS-luciferase luminescence; inhibition, % at 9.12 µM; in the data active = inhibition above about 32%;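 also: 0% = median of test compound wells and 100% = reference inhibitor wells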
An asterisk follows results filed as active.

Second line of a record – MITF inh	GPR151 activ	TEAD-YAP block	FBW7 activator
1. CC1(C)CC(=O)C2=C(C1)Nc1[nH]c(=S)[nH]c(=O)c1C2c1ccc(O)cc1 (centres undefined)
  7	1.4	4	0.0
2. O=C(COc1ccccc1)NC1CCCCCCC1
  2	-0.9	-22	0.3
3. O=C(CCc1nnc(Cc2ccc3c(c2)OCO3)o1)N1CCCC1c1ccc(F)cc1 (centres undefined)
  4	0.2	-8	-0.1
4. CCCC1=C(C(=O)OCC)C(c2ccc(OC)c(OC)c2)C(C#N)=C(N)O1 (centres undefined)
  -11	2.2	-11	-0.1
5. COc1ccc(-n2c(=O)[nH]c(=O)c3c(N)c(C(=O)c4ccc(Cl)cc4)sc32)cc1
  10	-1.9	-1	0.8
6. CCCn1c(C(=O)Nc2ccc(C(C)C)cc2)cc2c(=O)n(C)c(=O)n(C)c21
  17	-0.5	-7	1.0
7. COc1ccc(-c2c3c(=O)n(C)c(=O)n(C)c3cn2-c2ccccc2O)cc1
  7	-1.2	-1	0.2
8. CCN1C(=O)S/C(=C\c2cc(OC)c(OC)c(OC)c2)C1=O
  4	-0.9	-7	0.1
9. COc1ccc(C2=NN(c3nc(-c4ccccc4)c4cc(C)ccc4n3)C(c3ccc(OC)cc3)C2)cc1 (centres undefined)
  -13	-0.8	-1	0.1
10. Cc1nc2c(-c3ccccc3)c(C)nn2c(C)c1CCC(=O)NC(C)C
  12	0.8	4	-0.1
11. OCCN1CCN(c2cc(-c3cccc(C(F)(F)F)c3)nc(-c3cccnc3)n2)CC1
  5	0.0	-8	0.1
12. CNC(=O)/C(=C\c1ccc(OC)cc1)NC(=O)c1ccco1
  12	-2.0	3	0.3
13. O=C(CC1CCCC1)N1CCC(n2nc(-c3cccs3)oc2=O)CC1
  1	-1.3	2	-0.1
14. NC(=O)c1ccc(NC(=O)COC(=O)c2ccc([N+](=O)[O-])o2)cc1
  -3	-1.2	16	-0.1
15. COc1ccc(CCN2C(=O)CC(N3CCN(c4ccc(Cl)cc4)CC3)C2=O)cc1OC (centres undefined)
  3	-1.2	3	0.0
16. CCN(CC)C(=O)c1ccccc1OC
  30	-1.3	6	0.9
17. O=C(COc1ccc(Br)cc1)Nc1ncc(S(=O)(=O)c2ccc([N+](=O)[O-])cc2)s1
  10	-0.6	5	0.1
18. O=C(COc1cccc2ccccc12)Nc1ccc(Br)cc1C(=O)O
  15	0.1	-1	0.0
19. C=CCN(C(=O)Cn1ncc2c(=O)oc3ccc(C)cc3c21)c1ccccc1
  -16	0.2	-9	0.1
20. COc1cccc(-c2cnc3c(NCc4cc(OC)c(OC)c(OC)c4)nccn23)c1
  15	0.1	3	0.1
21. COc1ccc(C2=NC(c3ccc(C)cc3)NC(c3ccccc3O)C2)cc1 (centres undefined)
  11	-0.3	-56	-0.2
22. C=CCc1cc(C)ccc1OCCOCCN1CCOCC1
  19	-1.5	-6	-0.1
23. O=C(OC(c1ccccc1)c1nccc2ccccc12)c1ccco1 (centres undefined)
  -1	0.5	10	-0.3
24. COc1cc(/C=N/NC(=O)c2cc(C)oc2C)cc(OC)c1OC(C)=O
  9	-1.2	-6	-0.1
25. Cc1cc2c(=O)n(CC(=O)NCc3ccccn3)cnc2s1
  -2	0.2	11	-0.1
26. O=C(N/N=C\c1cccc(OC(=O)c2cccs2)c1)c1ccc([N+](=O)[O-])cc1
  -4	-0.2	-8	-0.1
27. O=C(CCCn1sc2ccccc2c1=O)NCc1cccc(Cl)c1
  -4	-0.1	-7	-0.1
28. O=C(NCc1ccco1)/C(=C/c1ccccc1)NC(=O)c1ccco1
  -12	0.6	7	-0.1
29. Cc1ccc(C(=O)OCc2ccccc2F)cc1[N+](=O)[O-]
  19	-1.6	-1	0.1
30. CCOc1ccc(NC(=O)C2CCCN(c3nn4c(=O)cc(C)nc4s3)C2)cc1 (centres undefined)
  -3	-2.8	7	0.3

Some entries already given, showing only GPR151 activ, MITF inh and TEAD-YAP block:
cpd	molecule	GPR151 activ	MITF inh	TEAD-YAP block
19	C=CCN(C(=O)Cn1ncc2c(=O)oc3ccc(C)cc3c21)c1ccccc1	0.2	-16	-9
22	C=CCc1cc(C)ccc1OCCOCCN1CCOCC1	-1.5	19	-6
20	COc1cccc(-c2cnc3c(NCc4cc(OC)c(OC)c(OC)c4)nccn23)c1	0.1	15	3
16	CCN(CC)C(=O)c1ccccc1OC	-1.3	30	6

Next records
Second line of a record – MITF inh	GPR151 activ	TEAD-YAP block	FBW7 activator
31. COC(=O)c1sc(NC(=O)CSc2ccc(Cl)cc2)c(C(=O)OC)c1C
  13	2.2	-4	-0.1
32. CCOC(=O)c1[nH]c2ccc(C)cc2c1NC(C)=O
  4	-1.0	-2	-0.1
33. COc1ccccc1/C=C1/SC(=S)N(CCCC(=O)O)C1=O
  -1	0.8	46*	0.1
34. Nc1nnc(SCC(=O)NC2CCCCCC2)s1
  -19	1.2	-8	-0.2
35. Cc1ccc(-c2cc(C(F)(F)F)n3nc(C(=O)Nc4cccc(Cl)c4)cc3n2)cc1
  41	-0.4	8	-0.2
36. NS(=O)(=O)c1ccc(CCNS(=O)(=O)c2ccc3c(c2)CCN3C(=O)C2CC2)cc1
  -3	1.5	-24	0.0
37. Cc1c(-n2c(SCC(N)=O)nc3ccccc3c2=O)c(=O)n(-c2ccccc2)n1C
  23	0.3	-1	0.3
38. O=C1c2cccc3cccc(c23)N1S(=O)(=O)c1ccccc1
  13	0.4	12	0.0
39. COC(=O)COc1ccc(/C=N/NS(=O)(=O)c2ccccc2)cc1
  21	0.1	-5	0.4
40. Cc1[nH]n(-c2ccccc2)c(=O)c1C(N)=NC(=O)c1ccccc1
  -8	0.7	11	-0.1
41. COc1ccc(/C=N/NC(=O)C(=O)Nc2cccc(Cl)c2)cc1OC
  -7	7.4*	-4	0.0
42. CCCCCC(=O)Nc1ccc(-c2csc(N)n2)cc1
  -2	1.5	-40	0.1
43. CC(CNC(=O)COc1ccc(C#N)cc1)NC(=O)COc1ccc(C#N)cc1 (centres undefined)
  3	1.3	13	-0.1
44. CC(=O)NC1(C(F)(F)F)C(=O)Nc2c1c(=O)[nH]c(=O)n2Cc1ccccc1 (centres undefined)
  -4	-0.7	-4	0.0
45. CC(=O)c1sc2nc(-c3ccco3)c3c(c2c1N)CCCC3
  30	2.0	-6	-1.2

The final two entries of the section before open the next one:
Second line of a record – MITF inh	GPR151 activ	TEAD-YAP block	FBW7 activator
44. CC(=O)NC1(C(F)(F)F)C(=O)Nc2c1c(=O)[nH]c(=O)n2Cc1ccccc1 (centres undefined)
  -4	-0.7	-4	0.0
45. CC(=O)c1sc2nc(-c3ccco3)c3c(c2c1N)CCCC3
  30	2.0	-6	-1.2
46. CSCC(C)N1CCC(n2nccc2NC(=O)c2cccc(F)c2)CC1 (centres undefined)
  -4	-0.3	3	-0.2
47. CCNC(=O)N1CCC(c2nc(-c3ccc4c(c3)OCO4)c3ccccn23)CC1
  6	1.0	1	-1.5
48. CC(=O)N1CCC(N(C2CC2)S(=O)(=O)c2ccccc2)CC1
  18	-0.8	-2	0.6
49. Cc1cc(C)n(-c2ccc(C(=O)OCN3C(=O)c4ccccc4C3=O)cc2)n1
  8	-2.0	3	-0.1
50. COc1ccc(-c2nc(Nc3ccc(NC(C)=O)cc3)c3ncn(Cc4ccc(C(F)(F)F)cc4)c3n2)cc1
  5	-0.9	0	0.0
51. N#C/C(=C\c1cccs1)C(=O)Nc1ccc([N+](=O)[O-])cc1Br
  7	6.4*	0	0.0
52. C=CCn1c(=N)c(C(=O)NC)cc2c(=O)n3cccc(C)c3nc21
  -1	0.5	18	-0.2
53. COc1cc(/C=c2/sc3nc4ccccc4n3c2=O)ccc1OC(C)C(=O)O (centres undefined)
  13	-1.4	11	0.3
54. CC(C)C(=O)Nc1nc2ccc([N+](=O)[O-])cc2s1
  -4	-1.3	11	0.1
55. O=C(/C=C/c1ccc(F)cc1)Nc1ccc(F)cc1
  11	-4.9	-62	0.0
56. COc1ccc(OC)c(-n2c(C)cc(C=O)c2C)c1
  -15	1.2	4	-0.1
57. Fc1ccc(-c2nnc3ccc(N4CCN(c5ccccn5)CC4)nn23)cc1
  9	-2.1	14	0.8
58. CCN(CC)C(=O)c1ccc(CNc2c(N3CCCCC3)c(=O)c2=O)cc1
  -3	0.3	2	-0.1
59. COc1cccc(C=O)c1OCc1ccccc1Cl
  11	0.3	0	0.1
60. CC(=O)c1ccc(NC(=S)NNC(=O)c2ccc(OC(C)C)cc2)cc1
  9	0.6	-8	0.0
61. O=C(CN1C(=O)CCNC1=O)N1CCN(Cc2ccccc2)CC1
  13	0.6	-2	0.0
62. O=C(COC(=O)c1cc(Cl)cc(Cl)c1)Nc1ccc(F)c([N+](=O)[O-])c1
  -11	0.4	10	0.0
63. FC(F)(F)Oc1cccc(-c2cnc3ccc(NC4CCOCC4)nn23)c1
  2	0.1	8	0.0
64. COc1ccc(NS(=O)(=O)c2c(C)cc(C)cc2C)c(OC)c1
  12	1.5	3	-0.1
65. COc1ccc(OC)c(C2SCCN2S(=O)(=O)c2ccc(Br)cc2)c1 (centres undefined)
  10	0.4	-14	0.5
66. Cc1ccc(F)cc1NC(=O)C(C)(C(F)(F)F)C(F)(F)F
  -2	0.4	0	-0.1
67. COc1ccc(-c2csc(NC(=O)COC(=O)c3cccc(S(N)(=O)=O)c3)n2)cc1
  -2	-2.4	-49	-0.2
68. CC(C)CNC(=O)c1ccc(NC(=O)Cc2ccccc2)cc1
  24	-1.3	-4	0.6
69. CCOC(=O)c1c(C2CC2)csc1NC(=O)CSc1cccc[n+]1[O-]
  5	0.7	-2	0.1
70. O=C1CCCN1CCn1cnc2c(NCCOc3ccccc3)nc(NCc3ccc4c(c3)OCO4)nc21
  -4	3.1	6	0.0
71. Cc1ccc(C2N(Cc3ccccc3)CCCN2Cc2ccccc2)o1
  0	0.7	-4	-0.1
72. CCCN1C(=O)CC(C(=O)OC)C12CCN(Cc1ccn[nH]1)CC2 (centres undefined)
  -7	-0.3	3	0.0
73. O=C(O)CCn1ccnc1-c1ccccc1
  1	1.3	0	-0.1
74. CN1C(=O)CS/C1=C\C(=O)C(C)(C)C
  -1	0.2	7	-0.1
75. COc1cc(NC(=O)c2ccc3nc(-c4cccc(N)c4)sc3c2)cc(OC)c1OC
  1	-1.7	30	-0.1
76. Nc1ncnc(N/N=C/c2ccc(C3=CCCC3)s2)c1[N+](=O)[O-]
  22	-7.9	60*	-1.0
77. O=C(Nc1ccc(Br)cc1)c1cc(S(=O)(=O)N2CCOCC2)ccc1F
  -1	0.9	-19	0.1
78. O=C(N1CCN(Cc2ccc3c(c2)OCO3)CC1)C1(c2ccccc2)CCOCC1
  2	-0.8	1	0.5
79. Cc1csc(NC(=O)c2ccc(=O)n(C)n2)n1
  -7	-5.8	-15	0.0
80. Cc1ccc(Cl)cc1NC(=O)C(C(C)C)N1C(=O)c2ccccc2C1=O (centres undefined)
  5	-2.4	-5	-0.1
81. COc1ccccc1CNC(=O)c1c(O)c2ccccc2n(-c2ccccc2)c1=O
  -11	0.4	8	-0.2
82. Cn1c(=O)c2c(ncn2CC(=O)N2Cc3nn(C(C)(C)C)c(-n4cccc4)c3C2)n(C)c1=O
  8	0.6	8	-0.4
83. CCOC(=O)c1ccc(NC(=O)CCc2ccccc2)cc1
  1	1.9	-1	0.0
84. Cc1cc2ncn(-c3ncnc4scc(-c5ccc(Cl)cc5)c34)c2cc1C
  12	2.3	8	0.3
85. CC(C)c1c(C(=O)N(C)CCN(C)C)cnn1-c1nccc(-c2ccco2)n1
  15	-0.8	7	0.8

7 structures out of the list, ordered by formula weight, smallest number first:
Second line of a record – MITF inh	GPR151 activ	TEAD-YAP block	FBW7 activator
79. Cc1csc(NC(=O)c2ccc(=O)n(C)n2)n1
  -7	-5.8	-15	0.0
83. CCOC(=O)c1ccc(NC(=O)CCc2ccccc2)cc1
  1	1.9	-1	0.0
76. Nc1ncnc(N/N=C/c2ccc(C3=CCCC3)s2)c1[N+](=O)[O-]
  22	-7.9	60*	-1.0
80. Cc1ccc(Cl)cc1NC(=O)C(C(C)C)N1C(=O)c2ccccc2C1=O (centres undefined)
  5	-2.4	-5	-0.1
85. CC(C)c1c(C(=O)N(C)CCN(C)C)cnn1-c1nccc(-c2ccco2)n1
  15	-0.8	7	0.8
84. Cc1cc2ncn(-c3ncnc4scc(-c5ccc(Cl)cc5)c34)c2cc1C
  12	2.3	8	0.3
81. COc1ccccc1CNC(=O)c1c(O)c2ccccc2n(-c2ccccc2)c1=O
  -11	0.4	8	-0.2
